# Hsp70 activator = switches on Hsp70 transcription. HeLa Hsp70 promoter luciferase reporter, luminescence; scaled: vehicle 0, proteasome-inhibitor control 100%. activation, % at 10 µM. 200,000 tested, 0.04% active. AID 1203;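 active = activation above the mean across all tested compounds plus 3 SD, cutoff set per campaign, cut at about 5.5% in these data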;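 note: 100% = MG132 at 30 µM as the positive control and 0% = DMSO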
# STAT1 activator = increases IFN-gamma driven STAT1 reporter signal; NIH 3T3 STAT1-luciferase reporter, luminescence; 100% = IFN-gamma alone, no compound; activation (% of control), % at 5.5 µM; 200,000 tested, 2.6% active;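 active = activation above the screen-wide mean activation plus 3 SD, cut at about 130% in these data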;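 note: raw ratio to IFN-gamma control signal so 100% means no change and 0% no light; values of inactives mirror those of a sister screen read the other way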
# APP 5'UTR act = APP 5'UTR luciferase reporter activation; activation, % at 2 µM; 190,000 tested, 1% active; AID 1276; SH-SY5Y APP 5'UTR luciferase reporter, luminescence; zero percent = DMSO vehicle wells;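 active = activation above a set limit, based on mean plus 3 SD of controls, cut at about 140% in these data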; note: values of inactives mirror those of a sister screen read the other way
# Efa HMGR inh = E. faecalis class II HMG-CoA reductase inhibition | purified E. faecalis HMGR, NADPH absorbance 340 nm kinetic | inhibition, % at 10 µM | 190,000 tested, 0.41% active | AID 1066;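 active = inhibition above a set limit, the median over all tested compounds plus 3 SD, cut at about 9.5% in these data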;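 note: enzyme runs in reverse so mevalonate oxidation gives rising NADPH absorbance; 0% = complete reaction with DMSO and 100% = background rate lacking mevalonate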
# G6PDH counter = inhibits Leuconostoc G6PDH, flagging false hits in G6PDH-based assays | 200,000 tested, 0.12% active | inhibition, % at 5 µM | Purified L. mesenteroides G6PDH, diaphorase/resazurin coupled fluorescence, 45 min; in the data active = inhibition above about 50%
# NF-kB neuron act = compounds increasing NF-kB expression in human neuronal cells; NF-kB reporter expression; stronger effect = higher value; AID 1239; fold change at 12.5 µM; 190,000 tested, 1.6% active; in the data active = fold change above about 3.3
# FLuc act counter = affects firefly luciferase, flagging false hits in luciferase stimulation screens; ATPlite luciferase biochemical, luminescence, 10 min; 0 = ATP-free wells, 1 = DMSO control; 200,000 tested, under 10 active; P08659; activation factor at 10 µM;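 active = luciferase activation factor, scaled between plate controls, of at least 2 with compound at 10 µM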
# Target sequence (P08659 whole entry, looked up): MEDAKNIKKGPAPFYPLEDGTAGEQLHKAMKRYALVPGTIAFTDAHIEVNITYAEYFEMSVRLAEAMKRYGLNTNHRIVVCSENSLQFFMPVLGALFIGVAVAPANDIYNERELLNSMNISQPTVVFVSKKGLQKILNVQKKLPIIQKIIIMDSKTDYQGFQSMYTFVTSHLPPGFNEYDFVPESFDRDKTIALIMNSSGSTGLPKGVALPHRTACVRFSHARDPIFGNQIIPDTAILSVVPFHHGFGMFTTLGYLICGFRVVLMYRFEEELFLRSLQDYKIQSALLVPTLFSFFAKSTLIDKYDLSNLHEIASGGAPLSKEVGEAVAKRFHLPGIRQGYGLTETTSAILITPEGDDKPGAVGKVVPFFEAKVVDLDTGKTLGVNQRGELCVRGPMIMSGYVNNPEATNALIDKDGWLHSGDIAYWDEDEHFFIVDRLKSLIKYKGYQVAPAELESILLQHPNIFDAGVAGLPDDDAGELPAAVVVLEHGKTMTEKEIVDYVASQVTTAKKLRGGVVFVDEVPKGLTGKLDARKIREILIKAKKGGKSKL
#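 assay system = Luciferase/luciferin detection reagent, cell-free biochemical luciferase assay | also added = ATP substrate | times = 10 min post-reagent at room temperature | measured by = luminescence from luciferase reaction | measure = luciferase activation, seen as luminescence increase over controls | benchmarks = low control with PBS replacing ATP, high control enzyme plus ATP without compound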
# DTT redox prof = compounds producing H2O2 with reducing agent – biochemical, NIH compound library profiling, artefact control for MLSCN library redox annotation, primary screen; DTT-dependent redox cycling H2O2, phenol red/HRP absorbance; 100% = 100 µM peroxide control, 0% = buffer; activation, % at 10 µM; 200,000 tested, 0.03% active;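 active = activation of at least 50% relative to the plate's high and low controls in the primary single-dose screen; inactive = activation below 50%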;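 note: compound incubated with DTT at 0.8 mM final as the reducing agent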
# FLuc inh counter = inhibits firefly luciferase, flagging false hits in luciferase inhibition screens. inhibition, % at 10 µM. AID 1006. P08659. ATPLite firefly luciferase biochemical luminescence, 10 min. 200,000 tested, 1.5% active;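 active = inhibition above about 50% when tested at 10 µM, limit read from the data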
# APP 5UTR inh = APP translation inhibition; SH-SY5Y APP 5'UTR-luciferase reporter, luminescence; AID 1285; inhibition, % at 2 µM; 190,000 tested, 0.82% active;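 active = inhibition above a set limit, derived from the sample mean plus 3 SD, cut at about 45% in these data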; note: values of inactives mirror those of a sister screen read the other way
# * hit, by the source's call; / = no result given.
SMILES,Hsp70 activator,APP 5UTR inh,DTT redox prof,NF-kB neuron act,FLuc inh counter,FLuc act counter,STAT1 activator,Efa HMGR inh,G6PDH counter,APP 5'UTR act
CC(=O)Oc1cc2c(C(=O)NCCN3CCOCC3)c(C)oc2c2ccccc12,0.2,-11.6,-1.9,0.96,-3.2,1,98.2,0.3,51.0*,11.6
COc1ccc(-c2[nH]c(-c3ccc(Cl)cc3)nc2SCC(=O)Nc2nccs2)cc1,-0.2,-0.3,0.5,0.51,-2.7,1,98.6,0.9,21.9,0.3
COc1cc(C(=O)O)ccc1OC(C)=O,-0.1,14.4,2.0,1.2,-2.7,1,104.1,-3.4,4.2,-14.4
C=CCN1C(=O)/C(=N/n2cnnc2)c2ccccc21,0.2,0.2,-0.1,0.96,-3.0,1,96.6,-0.8,14.5,-0.2
CCOc1ccc(N(CC(=O)NC2CCCC2)S(=O)(=O)c2c(C)noc2C)cc1,-0.1,8.4,0.4,1.07,-8.8,1.1,96.0,-1.3,0.5,-8.4
CC(C)N=C(NS(=O)(=O)c1ccc(Br)cc1)c1ccc(Cl)cc1,-0.1,-9.2,-0.5,/,-5.5,1.1,99.1,0.4,10.5,9.2
COc1ccc2nc3oc(C(=O)N4CCCCC4)cc3cc2c1,0.1,-120.5,2.0,6.38*,27.4,0.7,179.2*,-4.8,4.6,120.5
CCOC(=O)CSc1nc2ccsc2c(=O)[nH]1,0.0,-8.7,0.3,0.96,-2.8,1,96.8,5.4,8.8,8.7
COC(=O)/C=c1/sc2n(c1=O)CCN=2,-0.3,3.9,-0.2,1.04,-10.6,1.1,102.9,-5.1,6.4,-3.9
C/C(CC(=O)Nc1cccnc1)=N\NC(=O)C(=O)Nc1cccc(C)c1,0.0,3.3,-0.8,1.19,-2.8,1,98.2,-0.8,-1.2,-3.2
Cc1ccnc(SCc2ccc([N+](=O)[O-])cc2)n1,0.3,-1.7,-1.1,1.24,-3.0,1,105.5,-5.0,5.8,1.8
O=C(NP(=O)(N1CCOCC1)N1CCOCC1)C1=C(N2CCOCC2)/C(=C\c2ccccc2)CC1,0.2,-17.8,0.4,0.98,-4.7,1,105.4,-2.1,-0.6,17.8
COc1cccc(C(=O)/C=C2\Sc3ccccc3N2C)c1,-0.1,-214.4,0.8,1.04,79.1*,0.2,150.1*,-0.9,-3.3,214.3*
CCOc1ccc(NC(=O)C(C)NS(=O)(=O)c2ccc(NC(C)=O)cc2)cc1 (configuration not stated),-0.3,1.3,-0.2,1.03,-3.5,1,101.5,-3.6,2.6,-1.3
COC(=O)c1cn(C)c2ccc(S(=O)(=O)N3CCOCC3)cc2c1=O,-0.1,3.8,0.5,1.32,-3.5,1,104.1,-2.6,-1.4,-3.8
Cc1cccc(CSc2ccc(-c3cccs3)nn2)c1,-0.4,-24.9,0.3,2.01,15.4,0.8,130.0*,-5.9,2.5,24.9
CCCC(=O)C1=C(N(C)c2ccccc2)CC(C)(C)C(C(=O)OC)C1=O (configuration not stated),-0.5,5.1,0.3,1.29,-7.4,1.1,114.3,-1.6,-8.4,-5.1
Cc1ccc(S(=O)(=O)N2CCOCC2)cc1NC(=O)COC(=O)CNC(=O)c1ccc(C(C)(C)C)cc1,-0.1,-25.2,-0.1,1.2,81.0*,0.2,98.6,-2.9,13.4,25.2
O=C(Nc1cccc2c1C(=O)NC2=O)c1cccnc1Cl,-0.4,2.2,-0.3,1.07,-3.6,1,107.9,4.8,5.6,-2.2
CC1=C(C(=O)OC(C)C)C(C)NC(=O)N1 (configuration not stated),-0.3,15.9,-0.1,1.14,-6.3,1.1,102.5,-3.6,-1.2,-15.8

# The results go on.
SMILES,Hsp70 activator,APP 5UTR inh,DTT redox prof,NF-kB neuron act,FLuc inh counter,FLuc act counter,STAT1 activator,Efa HMGR inh,G6PDH counter,APP 5'UTR act
O=S(=O)(c1ccc(Oc2ncnc3scc(-c4ccccc4)c23)cc1)N1CCOCC1,0.1,-4.6,2.2,0.99,-4.0,1,101.1,-9.4,5.1,4.6
Cc1cc(NC(=O)Cn2nnc(-c3ccccc3N)n2)no1,-0.3,/,-0.6,1.09,-5.9,1.1,97.4,-1.0,-11.4,/
COc1ccc(CNC(=O)COC(=O)C2CCC(C(C)(C)C)CC2)cc1 (configuration not stated),-0.5,7.7,-0.2,1.03,-3.2,1,95.9,0.6,-3.2,-7.7
CCOc1ccc(C(=O)N/N=C/c2ccc(SC)cc2)cc1,-0.2,-7.6,0.0,1.15,-3.6,1,108.1,1.4,-3.7,7.6
COc1ccc(CN2CCSCC2)cc1O,-0.1,-12.4,0.0,1.19,-4.6,1,99.4,-8.1,-2.4,12.4
Cc1onc(-c2ccccc2)c1C(=O)Nc1nc(-c2ccc(F)c(F)c2)cs1,-0.1,-14.4,1.4,0.92,-8.2,1.1,113.8,-2.8,5.7,14.4
O=C(NCCc1ccccc1)c1ccnc(/C=N/O)c1,-0.2,-8.6,1.4,1.1,1.4,1,110.8,-1.6,6.9,8.6
Cc1onc(-c2ccccc2)c1C(=O)OCC(=O)NCc1ccc(F)cc1,-0.1,10.3,-2.6,1.27,-3.3,1,89.8,-3.5,11.8,-10.3
CC(C)Cc1ccc(C(C)C(=O)Nc2ccc(O)cc2)cc1 (configuration not stated),-0.5,-16.1,-1.2,2.14,-5.2,1.1,90.1,-4.7,10.3,16.1
CCOc1cc(/C=N/NC(=O)Cc2ccc(C(F)(F)F)cc2[N+](=O)[O-])ccc1O,-0.1,-3.2,0.1,1,-10.9,1.1,102.4,-2.8,-19.1,3.2
CCN1C(=S)SC(=O)C1=C1C=C(C)N(Cc2ccco2)C(C)=C1,0.2,-122.0,-0.4,3.05,2.5,1,197.8*,4.8,9.7,122.0
Cc1cc(C(=O)N/N=C/C=C/c2ccccc2[N+](=O)[O-])c(C)o1,-0.2,-14.9,-1.0,0.93,5.3,0.9,94.1,-0.2,8.8,14.9
Cc1ccc(-c2cccc(CN3CCN(C(C)C)C(CCO)C3)c2)o1 (configuration not stated),-0.3,17.1,-1.9,0.97,-3.9,1,95.5,0.6,6.8,-17.1
COc1cccc(C(=O)N2CCN(c3ncccn3)CC2)c1,-0.4,-3.0,-0.3,0.99,-4.8,1,106.2,-0.2,6.3,3.0
COc1ccc(C2CCCN2C(=S)Nc2cccc(C)c2C)cc1OC (configuration not stated),0.2,-32.1,0.7,0.9,2.0,1,99.3,1.8,-1.6,32.1
C=CCNC(=O)c1ccccc1NC(=O)C1COc2ccccc2O1 (configuration not stated),-0.3,-8.4,0.6,0.96,-9.4,1.1,96.6,-4.0,8.9,8.4
CC1=CC(C)(C)N2C(=O)C3(C(C#N)=C(N)OC4=C3C(=O)CC(C)(C)C4)c3cccc1c32 (configuration not stated),-0.3,2.4,-1.2,1.05,-3.5,1,101.6,4.1,13.7,-2.4
CC(=O)c1cc(CN2CCN(CC=C(C)C)C(CCO)C2)cs1 (configuration not stated),0.1,-2.1,-1.2,0.97,-10.6,1.1,115.4,1.0,12.5,2.1
C=C(C)Cc1c(C)c(C#N)c2nc3ccccc3n2c1N1CCCCC1,-0.5,-14.6,0.4,1.1,-7.3,1.1,104.0,-3.2,-5.8,14.6
CCOC(=O)c1cn2nc(-c3ccc(OC)cc3)cc2nc1C1CCN(C(=O)OC(C)(C)C)CC1,-0.3,1.8,1.9,0.56,-1.8,1,85.0,-0.5,4.5,-1.8

# Next part
SMILES,Hsp70 activator,APP 5UTR inh,DTT redox prof,NF-kB neuron act,FLuc inh counter,FLuc act counter,STAT1 activator,Efa HMGR inh,G6PDH counter,APP 5'UTR act
COC(=O)N/N=C/C1=CCC2CC1C2(C)C (configuration not stated),0.1,22.7,-1.9,1.26,-6.1,1.1,107.7,3.1,6.4,-22.7
Cc1cccc(N=N/C(=C\O)C(=O)c2cccs2)c1,-0.2,-14.3,-0.8,0.81,10.3,0.9,102.9,-3.0,-2.9,14.3
O=C(NCC(c1cccnc1)N1CCN(c2ccccc2F)CC1)c1ccco1 (configuration not stated),-0.4,-2.6,-0.5,1.14,-6.5,1.1,94.8,-3.1,-8.2,2.6
O=C(Cc1ccccc1)NNC(=O)Nc1ccc(Cl)c(Cl)c1,0.3,-3.9,0.2,0.92,-4.4,1,102.1,-2.3,-10.1,3.9
O=S(=O)(Cc1ccccc1)N1CCN(Cc2ccccc2)CC1,0.1,1.1,4.0,1.18,-0.5,1,103.5,7.9,2.7,-1.1
C/C(N)=C(/C#N)C(=O)CSc1nc2scc(-c3ccc(F)cc3)c2c(=O)n1C,-0.4,15.1,0.8,0.92,-1.9,1,100.7,2.9,-1.8,-15.1
Cc1ccc(NC(=O)CSc2nc3c(cc2C#N)C(=O)CCC3)cc1S(=O)(=O)N(C)C,0.0,15.2,1.2,0.85,-6.0,1.1,95.1,0.1,-0.2,-15.2
O=C(CCc1n[nH]c(=O)[nH]c1=O)N1CCCCC1,0.0,-8.7,-1.5,1.46,-4.9,1,96.3,-2.7,8.2,8.7
CCCNc1nc2c(c(=O)n(C)c(=O)n2C)n1CCC(C)C,-0.3,-12.6,1.8,0.84,-3.2,1,92.3,-1.3,-3.7,12.6
CCOc1ccc(Nc2n[nH]c(=S)s2)cc1,-0.2,-53.2,0.3,1.9,3.5,1,114.9,-5.9,5.0,53.2
O=[N+]([O-])/C(C(Cl)=C(Cl)Cl)=C(/NC1CC1)Sc1ccccc1,-0.1,8.4,-0.1,1.19,-4.5,1,95.9,-0.4,2.7,-8.4
Cc1cccc(OCC(=O)Nc2nnn(C)n2)c1C,-0.5,14.7,0.1,1.06,-1.3,1,96.6,-0.4,6.4,-14.7

# APP 5'UTR act, hit marks shown above.
compound,Hsp70 activator,APP 5UTR inh,DTT redox prof,NF-kB neuron act,STAT1 activator,Efa HMGR inh,APP 5'UTR act
COc1cccc(C(=O)/C=C2\Sc3ccccc3N2C)c1,-0.1,-214.4,0.8,1.04,150.1*,-0.9,214.3*

# Of the compounds above, these have a thiophene ring, fused or not:
SMILES,Hsp70 activator,APP 5UTR inh,DTT redox prof,NF-kB neuron act,FLuc inh counter,FLuc act counter,STAT1 activator,Efa HMGR inh,G6PDH counter,APP 5'UTR act
CCOC(=O)CSc1nc2ccsc2c(=O)[nH]1,0.0,-8.7,0.3,0.96,-2.8,1,96.8,5.4,8.8,8.7
Cc1cccc(CSc2ccc(-c3cccs3)nn2)c1,-0.4,-24.9,0.3,2.01,15.4,0.8,130.0*,-5.9,2.5,24.9
O=S(=O)(c1ccc(Oc2ncnc3scc(-c4ccccc4)c23)cc1)N1CCOCC1,0.1,-4.6,2.2,0.99,-4.0,1,101.1,-9.4,5.1,4.6
CC(=O)c1cc(CN2CCN(CC=C(C)C)C(CCO)C2)cs1 (configuration not stated),0.1,-2.1,-1.2,0.97,-10.6,1.1,115.4,1.0,12.5,2.1
Cc1cccc(N=N/C(=C\O)C(=O)c2cccs2)c1,-0.2,-14.3,-0.8,0.81,10.3,0.9,102.9,-3.0,-2.9,14.3
C/C(N)=C(/C#N)C(=O)CSc1nc2scc(-c3ccc(F)cc3)c2c(=O)n1C,-0.4,15.1,0.8,0.92,-1.9,1,100.7,2.9,-1.8,-15.1
